DT40 TDP1 CPT: growth inhibition of DT40 Tdp1-/-;hTDP1 cells with camptothecin (screen for TDP1 inhibitors) | chicken DT40 Tdp1-/-;hTDP1 cells + 20 nM CPT, ATP luminescence, 48 h | Potency, µM (titrated, usually from 46.2 µM), for the others: at the highest dose activity change, negative = growth inhibition, hits mostly inhibitors | hit rate 12% among 420,000 | AID 686979; active = well fitted inhibition curve with a large enough effect; inconclusive = small, poorly fitted or top-dose-only effect; also: nearly all actives have a fitted effect of over 55% in size
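Cell growth measured by CellTiter-Glo luminescence after a minimum 48 h, 37 C compound exposure with 20 nM CPT in Tdp1-knockout DT40 cells stably expressing hTDP1, seeded 400/well; qHTS titration format.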
* marks the source's active call; other numbers are inactive results; ? = inconclusive; [ ] = remark or other dose. % is scaled to controls: 0 for no effect and ±100 for the full control effect; potency is read from the fitted curve at half-maximal effect. An excerpt. The share of hits here may be higher or lower than overall.

Start of the data: the first 2 compounds, to show the layout:
no.	Compound	DT40 TDP1 CPT
1	CCc1nc2cc(C(=O)N3CCC[C@H]3CO)cc(NC(=O)c3ccccc3OC)c2n1C	10.7%[9.04 µM]
2	CC1CCCCC1NC(=O)CN1CCC(NC(=O)C(C)(C)C)CC1 (stereo not given)	-24.2%

The listing, from the first entry:
no.	Compound	DT40 TDP1 CPT
1	CCc1nc2cc(C(=O)N3CCC[C@H]3CO)cc(NC(=O)c3ccccc3OC)c2n1C	10.7%[9.04 µM]
2	CC1CCCCC1NC(=O)CN1CCC(NC(=O)C(C)(C)C)CC1 (stereo not given)	-24.2%
3	CCc1nc2ccc(C(=O)N3CCCCC3)cn2c1N(CCC(C)C)CCN(C)C	-29.8%
4	CCCCCCCCN1C(=O)[C@H](CC(=O)N2CCC(c3ccccc3)CC2)C[C@@]2(C(=O)OC)CCCCC=C12	?
5	C[C@H]1Cn2cnc(C(=O)N[C@H](C)c3ccccc3)c2C(=O)N1	-2.9%
6	O=C(OCCO)c1c(-c2ccccc2)oc2c1C(OCCO)CCC2 (stereo not given)	-20.5%
7	CCCCCc1c(-c2cccc(OC)c2)ncn1CCc1ccccc1OC	8.2µM*
8	CCCC(=O)N1CCC1(C)C(=O)Nc1ccc(C)cc1 (stereo not given)	-1.9%
9	Cc1ccc(Cc2c(-c3ccccc3)nc3cc(C)ccn23)cc1	16.4µM*
10	COc1ccc(-c2c(C(=O)c3ccc(Br)cc3)[nH]c(N)c2C(=O)c2ccccc2)cc1OC	?
11	COc1ccccc1C1CN(CCNC(=O)c2cnsn2)Cc2ccccc2O1 (stereo not given)	-7.3%[9.04 µM]
12	OC[C@@H]1CN(Cc2ccncc2)C[C@H](n2cnc3c(N4CCOCC4)ncnc32)O1	?
13	OC1CCN(Cc2ccc3c(c2)CN(Cc2ccc(Oc4ncccn4)cc2)CCO3)CC1	0.6%
14	Nc1ccn([C@@H]2O[C@H](CNCc3ccc(Oc4cc(-n5cccn5)ncn4)cc3)[C@@H](O)[C@H]2O)c(=O)n1	-7.3%
15	CCC(C(=O)Nc1c(C)cccc1C)n1c(-c2cnc(C)cn2)nc2ccccc21 (stereo not given)	-10.4%
16	O=S1(=O)CC(N2CCCCC2)CN1C1CCCCC1 (stereo not given)	-11.6%
17	Nn1c(SCC(=O)NC2CCCC2)nnc1C(F)(F)F	-9.0%
18	COc1ccccc1S(=O)(=O)N(C)C[C@@H]1OCc2cnnn2CCCC(=O)N([C@@H](C)CO)C[C@@H]1C	-13.6%
19	O=C1C(=Cc2cccc(Cl)c2)CCc2ccccc21	?
20	C[C@@H]1CN([C@@H](C)CO)C(=O)c2cc(NS(C)(=O)=O)ccc2O[C@@H](C)CCCCO[C@H]1CN(C)Cc1ccc2c(c1)OCO2	-7.0%
21	CCN(CC)C(=O)c1csc(COCCO)n1	-33.6%
22	CC(=O)N1Cc2cc(C(=O)NCc3cccc(F)c3)nc(-c3cccc(C4=CCCCC4)c3)c2[C@H]1CCO	?
23	CCC(=O)N1Cc2cc(C(=O)NCc3cccc(F)c3)nc(-c3cccc(C4=CCCC4)c3)c2[C@H]1CCO	?
24	COc1ccc(CCNC(=O)CNC(=O)N2CC(=O)Nc3ccccc32)cc1OC	-1.8%
25	COc1cc(=O)n2c(c1C(=O)NC(C)c1ccco1)CCN(CC=C(C)C)CC2 (stereo not given)	-12.3%
26	COCCCn1cc(CN(C)C2CN(Cc3cn(CCCOC)nn3)S(=O)(=O)C2)nn1 (stereo not given)	-11.3%
27	NC(=O)c1ccc(NCCc2ccco2)cc1	12.6%
28	COc1ccccc1NC(=O)COC(=O)Cn1c(C)csc1=O	-6.9%
29	Cc1ccc(S(=O)(=O)N2[C@@H](CO)CO[C@H]2CC(=O)c2cccc3ccccc23)cc1	?
30	O=C(NCc1cccnc1)c1cc(C2CCCCN2S(=O)(=O)c2cccc3cccnc23)on1 (stereo not given)	11.6µM*
31	CC(=O)Oc1ccc(Cn2c(C)c(C(=O)NCc3cccc(C(F)(F)F)c3)sc2=O)cc1	?
32	O=C1OC(Cc2ccccc2)(c2ccccc2)c2ccccc21 (stereo not given)	-26.2%
33	OC[C@@H]1CN(Cc2cccs2)C[C@H](n2cnc3c(NC4CCCC4)ncnc32)O1	?
34	CC(=O)N1CCN(Cc2cc(=O)oc3ccccc23)CC1	7.3%
35	CCNC(=O)C1(C)CCN(C(=O)c2cc(F)ccc2C)C1 (stereo not given)	-4.7%
36	COCOCCn1cc(CN2CCS(=O)(=O)N(Cc3ccc(-c4ccc(OC)c(OC)c4)cc3)C(C)C2=O)nn1 (stereo not given)	16.4µM*
37	CN1OC[C@@H]2CN(C(=O)C(C)(C)C)[C@H](c3ccc(-n4ccnc4)cc3)C[C@@H]21	-11.7%
38	N#Cc1ccc(S(=O)(=O)NC[C@H]2O[C@@H](n3ccc(N)nc3=O)[C@H](O)[C@@H]2O)cc1	4.5%
39	CCNC(=O)C1(C)CCCN(C(=O)Cc2ccc(OC)c(OC)c2)C1 (stereo not given)	3.7%
40	Cc1cccc(-c2ccc3[nH]c4c(c3c2)CCN2C[C@@H]([C@H](C)OC(=O)Nc3ccccc3C)[C@@H](N(C)C(=O)Nc3ccccc3C)C[C@@H]42)c1	?
41	O=C(NCC1CC1)c1cccc2c(-c3ccc(F)c(F)c3)coc12	?
42	COc1ccc(Cc2c(-c3cccc(Cl)c3)nc3ccc(Cl)cn23)c(C)c1	25.9µM*
43	CCC[C@H]1CN(Cc2cccnc2)C(=O)[C@@H]1CC(=O)Nc1ccc(Br)cc1	-29.7%
44	COc1ccc(CCN2CC(C(=O)NCc3cn(C)nc3C)CCC2=O)cc1 (stereo not given)	3.2%
45	O=C1NCCN1CCNc1nc(NCc2ccccc2)nc2ccsc12	?
46	C[C@H]1CN([C@@H](C)CO)C(=O)CCCn2cc(nn2)CO[C@@H]1CN(C)S(=O)(=O)c1ccc(Cl)cc1	-21.1%
47	CN(C)S(=O)(=O)c1cccc(C(=O)N2CCN(S(=O)(=O)c3ccc4c(c3)OCCO4)CC2)c1	?
48	CN(C(=O)CN1CCN(c2cc(-c3ccc(OCc4ccccc4)cc3)ncn2)CC1)c1ccccc1	18.4µM*

Entries 35 through 36 of the list above:
no.	Compound	DT40 TDP1 CPT
35	CCNC(=O)C1(C)CCN(C(=O)c2cc(F)ccc2C)C1 (stereo not given)	-4.7%
36	COCOCCn1cc(CN2CCS(=O)(=O)N(Cc3ccc(-c4ccc(OC)c(OC)c4)cc3)C(C)C2=O)nn1 (stereo not given)	16.4µM*

Other entries follow:
no.	Compound	DT40 TDP1 CPT
49	O=C(O)C1C=CCC(C(=O)O)C1 (stereo not given)	11.9%
50	Cc1cccc(NC(=O)c2nc[nH]c2C(=O)N[C@H](C)CO)c1	3.9%
51	Cc1cccc(-n2c(C)nc3cc(C(=O)NCCN4CCOCC4)ccc32)c1	-25.5%
52	CCCOc1ccc(F)cc1-c1cc(C(=O)NCc2ccc(C(F)(F)F)cc2)[nH]n1	?
53	COc1cccc(C(O)c2ncc(-c3cccc(C(F)(F)F)c3)[nH]2)c1 (stereo not given)	?
54	CC1(C(=O)Nc2cccc(NS(C)(=O)=O)c2)Cc2c(-c3ccc(C(N)=O)cc3)ccnc2O1 (stereo not given)	-16.1%
55	CCCc1nc2c3ccccc3ccn2c1Cc1cccc(F)c1	?
56	C(=C\c1ccccc1)/CN1CCN(C(CCc2ccccc2)c2nnnn2C2CCCC2)CC1 (stereo not given)	18.4µM*
57	CCOC(=O)C1(C)CCCN(C(=O)c2c(F)ccc(C)c2F)C1 (stereo not given)	-27.4%
58	Cc1oc(-c2ccccc2NS(C)(=O)=O)nc1CN(C)Cc1ccc(Cl)cc1	-5.4%[9.04 µM]
59	CC1=C(C#N)C(=O)NC1(C)O (stereo not given)	-12.3%
60	CC(C)(C)n1nnnc1C(c1ccccc1OC(F)(F)F)N1CCN(C/C=C/c2ccccc2)CC1 (stereo not given)	20.6µM*

Taken from above:
CN(C(=O)CN1CCN(c2cc(-c3ccc(OCc4ccccc4)cc3)ncn2)CC1)c1ccccc1 in DT40 TDP1 CPT is entered as 18.4µM*
CCCCCc1c(-c2cccc(OC)c2)ncn1CCc1ccccc1OC in DT40 TDP1 CPT is entered as 8.2µM*
C[C@H]1CN([C@@H](C)CO)C(=O)CCCn2cc(nn2)CO[C@@H]1CN(C)S(=O)(=O)c1ccc(Cl)cc1 in DT40 TDP1 CPT is entered as -21.1%
COc1ccccc1C1CN(CCNC(=O)c2cnsn2)Cc2ccccc2O1 (stereo not given) in DT40 TDP1 CPT is entered as -7.3%[9.04 µM]

Next section.
no.	Compound	DT40 TDP1 CPT
61	COc1ccc(NS(=O)(=O)c2ccc(C)c(C(=O)NCCCn3ccnc3)c2)cc1	-3.7%
62	O=C(NCc1ccc(F)cc1)c1cc(C2CCCN(S(=O)(=O)c3ccccc3)C2)on1 (stereo not given)	?
63	Cc1ccc(NC(=O)C2(C)CCCN(C(C)C)C2)cc1C (stereo not given)	-24.6%
64	Oc1ccc(Cl)c2c1CCC2	-11.1%
65	COc1ccc(C(O)c2ncc(-c3cccc(OCc4ccccc4)c3)[nH]2)cc1F (stereo not given)	?
66	COc1ccc(-c2[nH]nc3nc(N4CCN(C(=O)c5ccoc5)CC4)cc(C(F)(F)F)c23)cc1	8.2µM*
67	CCc1ccc(C(O)c2ncc(-c3ccccc3C(F)(F)F)[nH]2)cc1 (stereo not given)	29.1µM*
68	COC(=O)[C@]12CCCCC=C1N(CCc1ccc(OC)c(OC)c1)C(=O)[C@H](CC(=O)NCc1ccccc1)C2	?
69	Cc1ccc(S(=O)(=O)NN2CCCCCC2)cc1	-0.7%
70	COCOCCn1cc(CN2CCS(=O)(=O)N(Cc3ccc(-c4ccc(OC)nc4)cc3)C(C(C)C)C2=O)nn1 (stereo not given)	13µM*
71	CCCc1c(C(=O)N/N=C(\CC)c2ccccc2)nnn1-c1nonc1N	-20.7%
72	COC(=O)[C@H]1[C@H]2C[C@@H]3c4[nH]c5ccccc5c4CCN3C[C@H]2C[C@@H](OC(=O)c2cc(OC)c(OC)c(OC)c2)[C@@H]1OC	1.06µM*
73	Cc1cccc(C)c1N1CCN(C(c2ccnc3ccccc23)c2nnnn2-c2ccc3c(c2)OCCO3)CC1 (stereo not given)	18.4µM*
74	COc1ccc(C2NC(=O)c3ccccc3N2)c(OC)c1OC (stereo not given)	?
75	COc1cccc(C(=O)N2CCC[C@H]2C(=O)N2CCC[C@H]2C(=O)NCc2ccc(F)cc2F)c1	-26.7%
76	COc1ccc(F)c(CN2CCOc3ccc(CN4CCCCC4CO)cc3C2)c1 (stereo not given)	-1.0%[9.04 µM]
77	COc1ccc(CC(N)c2csc(NC(=O)NCCc3ccc(OC)c(OC)c3)n2)cc1 (stereo not given)	18.4µM*
78	CCOC(=O)N1CCN(Cc2ccc3c(c2)CN(C(=O)c2noc4c2CCCC4)CCO3)CC1	-13.1%[9.04 µM]
79	CCN1CCN(C(C(=O)NC2CCCCC2)c2cc3ccccc3o2)CC1 (stereo not given)	-22.4%
80	C#CCNC(=O)C[C@@H]1C[C@@]2(C(=O)OC)CCCCC=C2N(Cc2ccc(Cl)cc2Cl)C1=O	?
81	O=C(c1nc2ccc(Cl)cn2c1CN1CCC[C@H]1CO)N1CCc2ccccc2C1	-23.6%
82	CC1(Cc2ccc(Cl)s2)C(=O)Nc2c(Cl)ccc(Cl)c21 (stereo not given)	?
83	O=C(NCC1Cc2cc(F)cc(-c3cnccn3)c2O1)c1cccc(Cl)c1 (stereo not given)	?
84	C[C@@H]1CN([C@@H](C)CO)C(=O)c2c(c3ccccc3n2C)-c2ccccc2CO[C@H]1CN(C)S(=O)(=O)c1ccc(C#N)cc1	5.3%
85	CC(C)C(=O)N1CCCCCCN1C(=O)C(C)C	-2.5%
86	Cn1ccc(=O)c2cc([N+](=O)[O-])ccc21	?
87	CCc1oc(-c2ccc(OC)cc2)c(C(=O)OCCCCCO)c1C(C)OCCO (stereo not given)	?
88	COc1ccc(C(CNC(=O)CCNS(=O)(=O)c2ccccc2)N2CCOCC2)cc1 (stereo not given)	-0.2%
89	C[C@H](CO)N1C[C@H](C)[C@H](CN(C)S(C)(=O)=O)OCc2ccccc2-c2c(n(C)c3ccccc23)C1=O	-20.9%
90	CC1(C(=O)Nc2cccc(C#N)c2)CCN1C(=O)C1(c2ccccc2)CC1 (stereo not given)	5.17µM*
91	CC(=O)N1N=C(c2ccc(Br)cc2)CC1c1cccc([N+](=O)[O-])c1 (stereo not given)	?
92	S=C(NN=Cc1ccccn1)Nc1ccccn1	1.46µM*
93	CCOC(=O)C1CCCN(C(=O)c2[nH]c(C(F)(F)F)nc2-c2ccccc2)C1 (stereo not given)	1.5%
94	Cn1cnnc1Sc1ccc(CN2CCOc3ccc(C4=Cc5ccccc5CC4)cc3C2)o1	?
95	CC(C)NC(=O)C1(C)CSCC(=O)N1Cc1cccc(F)c1 (stereo not given)	-5.0%
96	Cc1cc(O)c2ccccc2c1O	1.4%
97	O=C(C#Cc1ccccc1)c1ccccc1	0.731µM*
98	CCCCNC(=O)C1(C)CCN1C(=O)c1ccc(OC)c(F)c1 (stereo not given)	?
99	CC(O)(c1cccc(F)c1)c1nc(-c2ccc(Cl)cc2)cs1 (stereo not given)	?
100	CCOC(=O)C1(C)CCN1C(=O)c1cccc(OC)c1 (stereo not given)	8.7%
101	NC(c1csc(Nc2cc(NCc3ccco3)ncn2)n1)c1ccccc1Cl (stereo not given)	20.6µM*
102	Cc1nc(NC(=O)c2ccccc2)sc1-c1cc(C(=O)NCCO)nn1Cc1ccccc1	21.8%
103	CCc1noc(C)c1C(=O)N(CC)CC(=O)NCc1ccc(F)cc1	-12.9%
104	COCCNC(=O)C1(C)CCN(Cc2csc(-c3ccc(Cl)cc3)n2)C1 (stereo not given)	?
105	Cc1cccc(NC(=O)c2ncn3c2C(=O)N[C@H](C)C3)c1	-16.5%
106	COC(=O)C1=CN(c2c(C)cc(C)cc2C)C(N)=C(C#N)C1c1cccc(F)c1 (stereo not given)	?
107	CCC(c1nnnn1-c1c(C)cccc1C)N1CCCN(Cc2ccc(F)cc2)CC1 (stereo not given)	?
108	Cc1ccccc1Nc1n[nH]c(=S)s1	2.3%
